Screens from PubChem BioAssay.
Bcl-2 Bim block – disrupts Bim peptide binding to human Bcl-2. Bead-based flow cytometry, Bim peptide-Bcl-2 binding. inhibition, % at 10 µM. 190,000 compounds, 0.06% hits. AID 950; in the data active means inhibition above about 40%; inconclusive means no clear call, values can overlap the other calls;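 further: 0% = no compound wells with probe peptide and 100% = reference peptide inhibitor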
RGS7-Gao – regulators of human RGS7-Galphao interaction; Multiplexed bead flow cytometry, RGS7-Galphao binding; actives lie on both sides; binding response (% of control), % at 10 µM; 220,000 compounds, 0.35% hits; in the data active means binding response below about 49% or above about 150%; inconclusive means no clear call, values can overlap the other calls; inactive means in between;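 further: fluorescent Galphao held in activated GDP-AlF4 state binding bead-coupled RGS7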
Target sequence (P09471 whole entry, looked up): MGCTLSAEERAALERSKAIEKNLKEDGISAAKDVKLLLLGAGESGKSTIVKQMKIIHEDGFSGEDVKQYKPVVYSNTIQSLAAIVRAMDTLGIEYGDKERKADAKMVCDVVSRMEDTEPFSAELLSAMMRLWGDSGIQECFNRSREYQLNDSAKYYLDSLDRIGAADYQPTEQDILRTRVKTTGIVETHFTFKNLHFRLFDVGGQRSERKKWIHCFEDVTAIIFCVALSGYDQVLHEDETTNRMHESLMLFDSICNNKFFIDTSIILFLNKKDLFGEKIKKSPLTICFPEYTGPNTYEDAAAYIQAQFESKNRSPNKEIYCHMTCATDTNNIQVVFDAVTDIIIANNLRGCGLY
ABCB1 block – inhibitors of human ABCB1 transporter, ABCG2 counter-screen; CCRF-Adr cells, JC-1 efflux, flow cytometry; inhibition, % at 6.6 µM; 190,000 compounds, 0.067% hits; AID 1326; in the data active means inhibition above about 40%;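 further: 0% = vehicle and 100% = reference inhibitor; higher value means more JC-1 retained so stronger ABCB1 efflux block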
Bcl-XL Bim block – inhibitors of Bim-Bcl-XL interaction, human; inhibition, % at 10 µM; Bim peptide-Bcl-XL binding, bead flow cytometry, fluorescence; Q07817; AID 1007; 190,000 compounds, 0.04% hits
GSH bead fluor – GSH bead compound fluorescence profile; fluorescence (KMESF) at 10 µM; AID 1776; GSH beads flow cytometry, compound fluorescence 488/530 nm; stronger effect = higher value; 190,000 compounds, 0.25% hits; in the data active means fluorescence above about 89;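 further: glutathione beads carrying GST-tagged Bcl family fusion proteins plus one bare bead set; values are compound well signal with DMSO vehicle wells as background; inactives centre near 16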
Bim-Bcl-W – disrupts Bim peptide binding to human Bcl-W | Q92843 | bead-based flow cytometry | inhibition, % at 10 µM | 190,000 compounds, 0.02% hits | AID 952;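 further: 0% = bound tracer without compound and 100% = peptide blocker; higher means less fluorescent Bim peptide bound to Bcl-W beads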
RGS8-Gao reg – human RGS8-Galphao interaction regulation; 220,000 compounds, 0.34% hits; response (percent of control binding), % at 10 µM; P09471; multiplexed bead flow cytometry, RGS8-Galphao binding; actives lie on both sides; in the data active means response below about 60% or above about 140%; inactive means in between;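 further: Galphao activated as the GDP aluminium fluoride complex binding bead-coupled RGS8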
Bim-Bfl-1 – inhibitors of Bim-Bfl-1 interaction, human; Q16548; Bead-based flow cytometry, Bim-Bfl-1 binding inhibition; inhibition, % at 10 µM; AID 1008; 190,000 compounds, 0.12% hits;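 further: 0% = wells without compound plus tracer and 100% = blocker peptide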
ABCG2 inh – human ABCG2 inhibition, ABCB1 as counter-screen; inhibition, % at 6.6 µM; 190,000 compounds, 0.1% hits; IgMXP3 cells, JC-1 efflux, flow cytometry; AID 1325;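 active means inhibition above 80%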;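 further: 0% = DMSO and 100% = nicardipine control wells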
Target sequence (Q9UNQ0 whole entry, looked up): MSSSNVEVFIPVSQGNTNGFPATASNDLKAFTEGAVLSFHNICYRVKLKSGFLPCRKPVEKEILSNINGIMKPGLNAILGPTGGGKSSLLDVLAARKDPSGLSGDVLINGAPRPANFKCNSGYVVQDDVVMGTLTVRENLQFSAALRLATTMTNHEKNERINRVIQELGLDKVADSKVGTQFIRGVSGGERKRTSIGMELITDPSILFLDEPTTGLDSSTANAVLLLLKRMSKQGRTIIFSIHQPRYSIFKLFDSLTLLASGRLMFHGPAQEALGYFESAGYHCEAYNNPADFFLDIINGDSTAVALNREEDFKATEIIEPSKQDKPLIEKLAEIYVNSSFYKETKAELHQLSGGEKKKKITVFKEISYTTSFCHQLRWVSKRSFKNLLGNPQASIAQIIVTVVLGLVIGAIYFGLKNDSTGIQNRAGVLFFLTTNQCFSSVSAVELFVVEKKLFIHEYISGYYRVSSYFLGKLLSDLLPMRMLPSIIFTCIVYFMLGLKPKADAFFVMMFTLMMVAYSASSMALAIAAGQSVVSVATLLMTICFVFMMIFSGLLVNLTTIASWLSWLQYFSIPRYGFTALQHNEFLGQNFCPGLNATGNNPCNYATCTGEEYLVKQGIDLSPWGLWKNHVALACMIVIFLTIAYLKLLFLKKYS
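Measure – % inhibition of efflux relative to nicardipine and DMSO · Test system – ABCG2 IgMXP3 and barcoded ABCB1 CCRF-Adr cell mix · Control set – nicardipine as high control, DMSO as low control · Compound – one concentration, 6.6 µM final · Signal – flow cytometry of retained JC-1 fluorescence · Timing – 10 min exposure at 25 °C with rotation, no wash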
Bcl-B Bim block – human Bim-Bcl-B interaction inhibition; inhibition, % at 10 µM; AID 951; Q9HD36; bead-based flow cytometry, Bim peptide-Bcl-B binding; 190,000 compounds, 0.073% hits;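 further: 0% = tracer peptide without compound and 100% = reference inhibitor peptide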
RGS4-Gao reg – human RGS4-Galphao interaction regulation; P09471; Multiplexed bead flow cytometry, RGS4-Galphao binding; actives lie on both sides; binding response (% of control), % at 10 µM; 220,000 compounds, 0.33% hits; AID 1415; in the data active means binding response below about 49% or above about 150%; inactive means in between;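 further: fluorescent Galphao activated with aluminum fluoride binding bead-coupled RGS4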
Starred values were filed as active, the others as inactive; u = inconclusive. Unless noted, no stated cut-off is given here; in the data, active means inhibition above about 40%.

SMILES	Bcl-2 Bim block	RGS7-Gao	ABCB1 block	Bcl-XL Bim block	GSH bead fluor	Bim-Bcl-W	RGS8-Gao reg	Bim-Bfl-1	ABCG2 inh	Bcl-B Bim block	RGS4-Gao reg
O=C(NCc1ccccc1Cl)C1CCC(CNc2nc(=S)[nH]c3ccccc23)CC1 (stereo not given)	2.0	93.2	-0.9	6.0	10	5.0	101.3	0.0	-2.0	-17.0	95.1
O=C(O)CCN1/C(=C/C=Nc2ccccc2)Oc2ccccc21	-1.0	95.3	0.8	-5.0	67	2.0	97.8	-6.0	0.9	-3.0	100.1
COc1ccccc1C(C)N(C)Cc1nc(COc2ccccc2)no1 (stereo not given)	-4.0	102.6	0.8	-4.0	14	-5.0	105.2	-7.0	0.9	-5.0	101.0
Cc1ccc(NC(=S)N(CCN2CCCCC2)Cc2ccco2)cc1	3.0	66.7	-0.2	0.0	4	3.0	68.5	2.0	-1.6	-7.0	75.3
CC(C)COc1ccc(C(=O)OCCN2CCOCC2)c(O)c1	-8.0	108.6	0.4	-6.0	14	-1.0	106.3	-10.0	2.6	-10.0	108.6
Cc1ccc(CCNS(=O)(=O)c2cnc[nH]2)cc1	-5.0	97.1	-1.0	-5.0	37	2.0	100.5	-10.0	-0.5	-8.0	99.0
CC1CN(Cc2cc(=O)n3ccsc3n2)CC(C)O1 (stereo not given)	-10.0	90.7	-0.1	-4.0	12	1.0	96.5	-10.0	-1.0	-9.0	94.3
CCCCCCN(C(=O)CCCCCN1C(=O)NC(c2ccc(-c3ccccc3)cc2)C(C(=O)OCc2ccccc2)=C1C)C(C(=O)NCCCC)c1ccc(O)cc1 (stereo not given)	2.0	104.3	1.2	-3.0	18	0.0	102.9	0.0	4.6	-4.0	103.6
CC(NC(=O)COC(=O)[C@@H]1CCCN1S(=O)(=O)c1ccccc1F)C12CC3CC(CC(C3)C1)C2 (stereo not given in full)	-10.0	104.5	1.4	-6.0	9	-2.0	101.9	-15.0	-0.4	-8.0	102.4
O=C(CCCC(=O)OCC1CCCO1)OCC1CCCO1 (stereo not given)	-5.0	99.2	1.2	-5.0	37	-1.0	105.0	-9.0	1.8	-7.0	105.0
CN1OC(c2ccccc2)=C(CO)C1c1ccccc1 (stereo not given)	-6.0	99.9	-0.3	-7.0	6	-5.0	91.9	-2.0	-1.5	-5.0	96.9
COc1ccc(C(=O)C2CCCN(C(=O)CCc3scnc3C)C2)c(C)c1 (stereo not given)	0.0	96.3	0.7	-1.0	11	1.0	100.9	-6.0	14.8	0.0	100.5
CCNC(=S)Nc1nc2c(cc1C(=O)OCC)CCCC2	-8.0	101.3	-0.3	-8.0	19	-6.0	102.6	-14.0	3.8	-12.0	102.9
Cc1cc(C)n(Cc2ccc(C(=O)O)o2)n1	-6.0	105.2	-0.3	-6.0	79	-6.0	100.2	-8.0	-1.0	-6.0	102.6
CCCCOc1ccc(S(=O)(=O)NNC(=O)c2cc3ccccc3o2)cc1	3.0	99.2	0.0	-3.0	6	0.0	102.3	0.0	-0.2	-2.0	102.1
COc1ccc(-c2cc(C(F)F)n3ncc(C(=O)NCCCN4CCCC4=O)c3n2)cc1	2.0	101.3	0.0	0.0	19	0.0	100.9	0.0	0.5	3.0	101.8
CCOc1ccc(C(OC(=O)c2ccco2)C(=O)NCc2ccc(C)cc2)cc1 (stereo not given)	0.0	100.7	0.4	0.0	13	-1.0	100.4	-1.0	2.0	0.0	98.8
CCOC(=O)C1=C(O)/C(=C/c2ccc(OCC(=O)O)c(OCC)c2)SC1=Nc1ccc(OC)cc1	0.0	102.5	-1.1	-4.0	4	3.0	103.0	0.0	-1.5	-2.0	100.1
CN(C)S(=O)(=O)c1ccc(C(=O)Nc2cccc(C(=O)O)c2)cc1	-7.0	100.7	0.2	4.0	27	-2.0	105.5	-14.0	1.4	-9.0	102.5
O=[N+]([O-])c1cccc(-c2cc3cccc[n+]3cc2-c2cccc([N+](=O)[O-])c2)c1	3.0	99.7	0.3	-3.0	9	0.0	95.3	-1.0	5.2	-3.0	97.6
CC(C)OC(=O)/C(=C\c1cccnc1)NC(=O)c1ccccc1	-6.0	102.5	0.3	-4.0	22	-2.0	99.0	-2.0	-1.2	-4.0	99.0
CC(Oc1ccc(-c2ccccc2)c(F)c1)c1ccn(S(=O)(=O)c2cccc3ccccc23)n1 (stereo not given)	-2.0	103.1	0.2	2.0	12	0.0	109.0	0.0	0.0	0.0	105.3
CC(=O)c1ccc(NC(=O)c2cc(Cl)nc3ccccc23)cc1	-2.0	u	0.1	1.0	15	-1.0	99.5	-6.0	3.1	-5.0	100.6
CC(=O)N1N=C(c2ccccc2)OC1c1cccnc1 (stereo not given)	-6.0	98.8	-0.1	-2.0	12	0.0	99.5	-6.0	0.4	-3.0	100.7
N/C(=N/OC(=O)c1ccccc1F)c1nonc1N	0.0	96.4	0.5	2.0	8	0.0	95.8	-1.0	4.8	-1.0	93.9

Remaining list, next part:
SMILES	Bcl-2 Bim block	RGS7-Gao	ABCB1 block	Bcl-XL Bim block	GSH bead fluor	Bim-Bcl-W	RGS8-Gao reg	Bim-Bfl-1	ABCG2 inh	Bcl-B Bim block	RGS4-Gao reg
O=C(Cc1ccccc1)c1nc2ccccc2s1	0.0	97.2	0.4	-2.0	9	-3.0	98.0	0.0	2.5	-5.0	98.1
COC(CNC(=O)CNC(=S)N(Cc1ccccc1)Cc1cccs1)OC	-1.0	107.3	-0.1	-3.0	13	-2.0	105.4	-2.0	0.6	-8.0	108.2
COc1cccc(CN(C(=O)Cc2c[nH]c3ccccc23)C(C(=O)NC2CCCCC2)c2cccs2)c1 (stereo not given)	4.0	93.1	0.9	5.0	13	4.0	93.3	8.0	2.2	7.0	96.1
CCOc1cc(/C=C2/SC(=Nc3ccccc3)N(Cc3cccnc3)C2=O)ccc1OCC#N	-8.0	99.2	9.4	-2.0	31	3.0	100.0	-15.0	9.3	-11.0	91.5
CCCCC(=O)N/N=C/c1sccc1C	-3.0	97.5	0.1	-3.0	10	-1.0	100.2	0.0	5.4	-4.0	98.6
CCN(CC)c1ccc(NC(=O)CSc2nc3ccccc3c(=O)n2-c2cc(S(=O)(=O)N(C)C)ccc2C)cc1	1.0	100.8	5.0	-5.0	9	-1.0	107.2	5.0	0.4	-1.0	104.6
COc1ccc(C(=O)N(CCCO)Cc2cc3c(C)ccc(C)c3[nH]c2=O)cc1OC	-12.0	101.6	0.6	-15.0	34	-3.0	102.7	-19.0	10.8	-9.0	103.2
O=C(Nc1ccc2c(c1)OCO2)c1ccc(N2CCCC2)c([N+](=O)[O-])c1	-8.0	97.1	-0.1	-14.0	10	-6.0	96.4	-5.0	62.3	-11.0	96.5
COc1ccc(C2=NOC(C(=O)NCc3cccs3)C2)cc1 (stereo not given)	-6.0	70.8	0.6	5.0	39	0.0	93.2	-9.0	2.0	-7.0	61.8
CC(C)NC(=S)Nc1ccc2cn[nH]c2c1	-2.0	105.9	0.2	-6.0	25	-3.0	100.5	-4.0	0.7	-4.0	101.9
COc1ccc(NC(=O)c2cc(SC)ccc2Cl)cc1	-6.0	100.9	15.8	-7.0	15	-4.0	104.7	-4.0	37.2	-10.0	102.8
COc1ccc(Cl)cc1-c1n[nH]c(=S)n1C1CCCCC1	-7.0	96.9	-0.2	-6.0	25	1.0	99.0	-1.0	-0.9	-16.0	97.4
O=C(O)CCC(=O)N1N=C(c2c(-c3ccccc3)c3cc(Cl)ccc3[nH]c2=O)CC1c1cccs1 (stereo not given)	-12.0	100.0	-0.1	-5.0	11	-1.0	98.6	-11.0	-0.2	-5.0	100.0
CC(C)(C)C(=O)NCCN1CCN(C(=O)C(C)(C)C)CC1	-3.0	104.0	1.1	-5.0	63	-2.0	105.4	0.0	4.1	0.0	105.7
CCOC(=O)/C=c1\s/c(=C\c2ccc(C#N)cc2)c(=O)n1CC(=O)Nc1cccc(C)c1C	-2.0	98.8	-1.0	-6.0	16	0.0	101.5	-4.0	-1.5	-5.0	99.7
O=C(c1cc(-c2ccccc2)on1)N1CCN(Cc2ccc3c(c2)OCO3)CC1	-1.0	98.3	-0.1	-1.0	12	-3.0	100.2	-3.0	-0.8	0.0	96.8
CCOCCCNC(=O)c1c[nH]c2cc(OC)ccc2c1=O	-3.0	97.7	-0.5	3.0	9	5.0	101.8	2.0	-1.3	-2.0	99.5
CN(C)/C=C1\SC(=S)N(N2C(=O)C3C4C=CC(C4)C3C2=O)C1=O (stereo not given)	0.0	105.4	0.2	-2.0	16	1.0	101.2	-1.0	0.4	-2.0	107.9
COc1ccc(/C=N/N(Cc2ccccc2)c2ccccc2)cc1O	-2.0	99.7	0.5	-2.0	14	-3.0	101.0	-2.0	2.6	-1.0	100.1
O=C(/C=C/c1ccccc1Cl)N(Cc1ccccc1)C1CCS(=O)(=O)C1 (stereo not given)	-9.0	107.9	8.6	-7.0	16	-4.0	102.0	-14.0	6.9	-9.0	105.5
O=C(Nc1ccncc1)Nc1ccc(F)c(Cl)c1	-4.0	98.5	0.9	-1.0	18	0.0	99.0	-5.0	13.5	-1.0	100.7
C/C(=N\NC(=O)CSc1ncccn1)c1ccc2c(c1)OCCO2	-5.0	91.1	-0.1	-4.0	20	-2.0	94.8	-3.0	1.4	-4.0	92.1
COc1ccc2[nH]c(C)c(C(=O)CN3CCN(C(=O)c4ccco4)CC3)c2c1	-2.0	97.0	-2.2	0.0	27	-1.0	100.2	-3.0	29.8	0.0	97.8
Cn1nc(C(=O)N2CCCC2)c2ccccc2c1=O	-5.0	102.0	0.1	-1.0	19	-2.0	102.1	0.0	0.3	-2.0	104.6
O=c1c2ccccc2nc(SCc2cccc(F)c2)n1Cc1ccco1	-5.0	122.4	0.2	-3.0	25	0.0	99.8	-9.0	2.1	-7.0	107.8
C/C(Cc1ccccc1)=N\NC(=O)CNC(=O)c1ccc(C(C)(C)C)cc1	-1.0	103.9	0.3	-7.0	9	-5.0	102.0	1.0	3.5	-8.0	102.2
CCOC(=O)C1=NN(c2cccc(Cl)c2)C2=NC(C)=C(C(=O)OC)C(c3cccs3)N12 (stereo not given)	2.0	102.8	1.6	-3.0	19	-3.0	99.3	2.0	21.1	-4.0	97.3
Cc1c(C(=O)C(=O)NCCC2=CCCCC2)c2ccccc2n1C	-5.0	94.1	1.1	-5.0	13	-6.0	97.4	-3.0	25.6	-4.0	98.0
Cc1ccc(O)c(CCc2ccccc2)n1	-2.0	104.8	0.0	-3.0	10	-4.0	112.6	9.0	-1.9	-2.0	106.6

Three of the entries above in order of their number in Bim-Bfl-1, falling.
canonical_smiles	Bim-Bfl-1
CC(Oc1ccc(-c2ccccc2)c(F)c1)c1ccn(S(=O)(=O)c2cccc3ccccc23)n1 (stereo not given)	0.0
O=[N+]([O-])c1cccc(-c2cc3cccc[n+]3cc2-c2cccc([N+](=O)[O-])c2)c1	-1.0
CC(C)NC(=S)Nc1ccc2cn[nH]c2c1	-4.0
